Assay outcomes: PubChem BioAssay, National Center for Advancing Translational Sciences (NCATS)
Pf Dd2 inh: qHTS Primary assay for Inhibitors of Plasmodium falciparum Dd2 growth in vitro. actives 4.3% (n = 120,000). Potency, µM (series often up to 28.9 µM), without a hit: top-dose activity, negative = inhibition, most hits filed as inhibitors. P. falciparum Dd2 growth, SYBR Green, 72 h; active = well fitted inhibition curve with a large enough effect; inconclusive = small, poorly fitted or top-dose-only effect; inactive = no such curve, though single readings can be large or run the other way;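 also: plate controls were DMSO vehicle for no effect and reference drug for full effect; nearly all actives have a fitted effect of over 65% in size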
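Infected erythrocytes (Dd2, 0.3% parasitemia, 2.5% hematocrit final) are added to compound in RPMI-1640/Albumax II medium, grown 72 h at 37C in low oxygen, then lysed with saponin/Triton-X containing SYBR Green and read by fluorescence.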
The depositor's hits bear a star; i = inactive; ? = inconclusive; [ ] = dose if it differs, or a comment. Potency is read from the fitted curve at half-maximal effect.

(1) Cc1cc(S(=O)(=O)N[C@@H]2CN(C)C[C@H]2CN(C)C)ccc1Cl
  Pf Dd2 inh = ?
(2) CCn1cc(C(=O)NCCc2ccc(OC)c(OC)c2)c(=O)c2cc(S(=O)(=O)N3CCCCCC3)ccc21
  Pf Dd2 inh = -12%
(3) Cc1ccc2cccc(OCCNC(=O)C3NCCc4[nH]cnc43)c2n1 (stereo unspecified)
  Pf Dd2 inh = -8%
(4) O=C(NC1CCN(c2cc(C(F)(F)F)ncn2)CC1)c1cccs1
  Pf Dd2 inh = -26%
(5) COC(=O)c1cc(NC(=O)c2ccc3c(c2)N(Cc2cccc(Cl)c2)C(=O)c2ccccc2S3=O)cc(C(=O)OC)c1 (stereo unspecified)
  Pf Dd2 inh = 3.2µM*
(6) Cc1ccc(CNC(=O)CCCn2c(=O)c3ccccc3n(CC(=O)Nc3ccc(C)cc3)c2=O)cc1
  Pf Dd2 inh = ?
(7) Cc1ccc(C2Cn3nnc(C(=O)N4CCC(C(=O)Nc5cc(F)cc(F)c5)CC4)c3CO2)cc1 (stereo unspecified)
  Pf Dd2 inh = i
(8) CCc1cnc(C)nc1N1CCC(Oc2ccc3ccccc3c2)(C(=O)O)CC1
  Pf Dd2 inh = -9%
(9) O=C(c1ccc(F)cc1)N1CCC(c2nc3ccccc3s2)CC1
  Pf Dd2 inh = 62%[activator]
(10) CCc1nn(CC(=O)N2CCC(C)CC2)c(=O)c2cc3occc3n12
  Pf Dd2 inh = i
(11) CC(C)(C)OC(=O)N1CCC(c2c(C(=O)NCCN3CCC(Cc4ccccc4)CC3)cnn2-c2cccc(Cl)c2)CC1
  Pf Dd2 inh = ?
(12) CCCCN1C(=O)[C@@H]2C[C@@H](O)CN2C2(CN(C3CCN(C)CC3)C2)C1=O
  Pf Dd2 inh = 2%[44.1 µM]
(13) CCC(C(=O)N1CCC2(CC1)C(=O)N(CC(=O)NCC(C)C)CN2c1ccccc1)c1ccccc1 (stereo unspecified)
  Pf Dd2 inh = ?
(14) O=C(CCc1ccccc1)N1CCC(Cc2nncn2-c2ccccc2)C1 (stereo unspecified)
  Pf Dd2 inh = i
(15) C#CCN(C)C[C@H]1CN2CC[C@H]1C[C@@H]2CNC(=O)NC(C)C
  Pf Dd2 inh = 13%[44.1 µM]
(16) COc1ccccc1-n1nc(-c2ccccc2)c2cnc3cc(C(F)(F)F)ccc3c21
  Pf Dd2 inh = 16%
(17) CCNC(=O)NC[C@H]1C[C@@H]2CCN1C[C@@H]2c1cc(-c2cccs2)nn1C
  Pf Dd2 inh = i
(18) CC(=O)N(C)Cc1cccc(C(F)(F)F)c1
  Pf Dd2 inh = -6%[44.1 µM]
(19) COc1ccc(NC(=O)C2CCCN(S(=O)(=O)c3ccc4c(c3)CCCC(=O)N4)C2)c(OC)c1 (stereo unspecified)
  Pf Dd2 inh = -15%
(20) CCOC(=O)c1ccc(Nc2c(-c3ccc(O)c(OC)c3)nc3nc[nH]n23)cc1
  Pf Dd2 inh = 33%[activator][0.594 µM]
(21) O=C1CC2(CCN(Cc3ccc(F)cc3)CC2)Oc2cc(Cl)ccc21
  Pf Dd2 inh = ?
(22) COC(=O)[C@@H](Cc1cccnc1)NC(=O)[C@H]1CN(C(C)=O)CCN1C(C)=O
  Pf Dd2 inh = 35%[activator][44.1 µM]
(23) O=C(c1ccccc1F)N1CCn2c(nnc2-c2ccncc2)C1
  Pf Dd2 inh = i
(24) Cc1ccc(C(=O)N2CCC3(CC2)CC(N(Cc2ccccc2)C2CC2)CCO3)cn1 (stereo unspecified)
  Pf Dd2 inh = ?
(25) Fc1ccccc1-c1n[nH]c2c1CN(Cc1cccn1-c1nccs1)CC2
  Pf Dd2 inh = ?

(26) COc1cccc(CNC(=O)N2CC(c3noc(-c4ccncc4)n3)C2)c1
  Pf Dd2 inh = 8.9µM*
(27) COc1ccc(NC(=O)Cn2c(=O)n(Cc3ccccc3Cl)c(=O)c3cc(OC)c(OC)cc32)cc1
  Pf Dd2 inh = -5%
(28) COCC1CN(C(C)=O)CC12CCN(C(=O)CC1=CCCCC1)CC2 (stereo unspecified)
  Pf Dd2 inh = 6%
(29) Cc1cccn2c(=O)c(/C=C(\C#N)c3nc4ccccc4[nH]3)c(Oc3ccc(C(C)(C)C)cc3)nc12
  Pf Dd2 inh = 24%
(30) c1ccc(-c2noc(-c3cncnc3Nc3ccc4c(c3)OCO4)n2)cc1
  Pf Dd2 inh = 5.6µM*
(31) CC(=O)N1CCN([C@H]2[C@@H]3OC[C@@H](O3)[C@@H](NCc3ccco3)[C@@H]2O)CC1
  Pf Dd2 inh = -9%[44.1 µM]
(32) CNC(=O)N1CCc2nc(N3CCN(C)CC3)sc2C1
  Pf Dd2 inh = 12%
(33) O=C([C@@H]1C[C@H](Oc2cccnc2)CN1S(=O)(=O)c1ccccc1)N1CCOCC1
  Pf Dd2 inh = -19%
(34) O=C(c1cccc2[nH]ccc12)N1CCC2(CC1)CN(c1ncccn1)CC2CO (stereo unspecified)
  Pf Dd2 inh = ?
(35) CC(C)c1ccc(NC(=O)C(Cc2ccccc2)NS(=O)(=O)c2ccc3c(c2)oc(=O)n3C)cc1 (stereo unspecified)
  Pf Dd2 inh = i
(36) Cc1cc(C)cc(-n2ncc3c2CCCC3NC(=O)CCn2nnnc2C)c1 (stereo unspecified)
  Pf Dd2 inh = -10%
(37) O=C(CSc1nc2c([nH]c3ccccc32)c(=O)n1-c1ccccc1)Nc1cccc(C(F)(F)F)c1
  Pf Dd2 inh = ?
(38) Cc1onc(C(=O)NCC(=O)N2CCCCCNC(=O)CC2c2ccccc2)c1Cn1cccn1 (stereo unspecified)
  Pf Dd2 inh = -7%
(39) CCn1cnnc1CC1CCN(C(=O)c2nccc3ccccc23)C1 (stereo unspecified)
  Pf Dd2 inh = i
(40) COc1ccc(C2Cn3nnc(-c4nc(C5CC5)no4)c3CO2)cc1 (stereo unspecified)
  Pf Dd2 inh = -24%
(41) CC(=O)c1ccc(NC(=O)c2nc(-c3ccc(Cl)cc3)n3c2CCCCC3)cc1
  Pf Dd2 inh = ?
(42) COc1cccc(-n2c(C)nc3cc(C(=O)O)ccc32)c1
  Pf Dd2 inh = 139%[activator]
(43) CN(Cc1ccc(-c2ccccc2)cc1)CC1CC1
  Pf Dd2 inh = -10%[44.1 µM]
(44) CCN(CC)CCNC(=O)c1cc2c(=O)oc3ccc(C)cc3c2s1
  Pf Dd2 inh = 7%
(45) O=C(NC[C@H]1O[C@@H](CO)[C@@H](O)[C@H]1N1CCOCC1)Nc1ccc(OC(F)(F)F)cc1
  Pf Dd2 inh = -22%
(46) CCn1c(COc2cccc(C)c2)nc2ccccc21
  Pf Dd2 inh = 12%
(47) Cc1ccccc1C(=O)NCCn1cccc1-c1nc(-c2ccc3c(c2)OCO3)no1
  Pf Dd2 inh = -12%
(48) COCCn1c(C)cc(O)c(C(c2ccccc2Cl)N2CCN(c3ccccc3)CC2)c1=O (stereo unspecified)
  Pf Dd2 inh = i
(49) CC(C)c1noc(-c2cn(C3CCN(C(=O)c4ccc(N(C)C)cc4)C3)nn2)n1 (stereo unspecified)
  Pf Dd2 inh = -5%
(50) COc1nccc(N2CCC(CC(=O)NCCCN3CCC(C)CC3)CC2)n1
  Pf Dd2 inh = -8%

(51) Cc1ncc2c(n1)C[C@@H]1CC[C@H]2N1C(=O)COc1ccccc1
  Pf Dd2 inh = 8%
(52) O=C(NCC1CCCO1)c1noc(-c2ccccc2F)n1 (stereo unspecified)
  Pf Dd2 inh = 74%[activator]
(53) Cc1cc(C(=O)N2CCC3(CN[S+](=O)([O-])c4cnccc4O3)C2)no1 (stereo unspecified)
  Pf Dd2 inh = 8%
(54) Cc1ccccc1NC(=O)C1CCC(CNS(=O)(=O)c2ccc3c(c2)C(C)(C)C(=O)N3C)CC1 (stereo unspecified)
  Pf Dd2 inh = -27%
(55) Cc1cc(C)c(CNC(=O)c2cc(-c3ccnn3C)cc3c2OCCN3C)c(=O)[nH]1
  Pf Dd2 inh = i
(56) COc1ccc(C(C(=O)O)N2CCC(C(=O)N3CCCC3)CC2)c(OC)c1 (stereo unspecified)
  Pf Dd2 inh = -1%
(57) O=C(c1ccoc1)N1CCC(Cc2nc(C3CCOCC3)no2)CC1
  Pf Dd2 inh = 9%
(58) Cc1cc(C)cc(NC(=O)c2c(C)oc3nc(C)nc(N4CCCC4)c23)c1
  Pf Dd2 inh = 11%
(59) CCOC(=O)Cn1cnc2c(cnn2-c2ccc(C)c(C)c2)c1=O
  Pf Dd2 inh = 6%
(60) CCn1ncc(NC(=O)Cn2ncc3cc(-c4cccc(C#N)c4)ccc32)n1
  Pf Dd2 inh = -16%
(61) O=C(Nc1ccc(-c2nnc3n2CCCC3)cc1)c1ccc[nH]c1=O
  Pf Dd2 inh = -2%
(62) Cc1cn(CC(=O)NC(c2nnc3n2CCNCC3)C(C)C)c(=O)[nH]c1=O (stereo unspecified)
  Pf Dd2 inh = 28%
(63) Cc1ccc(CCNC(=O)c2oc(=O)c3ccccc3c2-c2ccc(C)cc2)cc1
  Pf Dd2 inh = 8%
(64) Cc1cccc(Cn2c(=O)n(CC3CCC(C(=O)NC(C)C)CC3)c(=O)c3sccc32)c1 (stereo unspecified)
  Pf Dd2 inh = -5%
(65) CN(Cc1ccccc1)C(=O)C[C@@H]1c2nc(NC(=O)c3ccc(F)cc3)sc2C[C@@H]2[C@](C)(CO)[C@H](O)CC[C@]21C
  Pf Dd2 inh = ?
(66) CCOc1ccc(C(=O)NC2CCN(c3cc(-c4ccccc4)[nH]n3)CC2)cc1
  Pf Dd2 inh = -5%
(67) COc1cccc(CN2CCN(C(=O)c3cnc4ccccn4c3=O)CC2=O)c1
  Pf Dd2 inh = -23%
(68) Fc1ccc(-c2nc(-c3cccs3)c(-c3cccs3)[nH]2)cc1
  Pf Dd2 inh = -14%
(69) O=C(NCC1CCCCC1)N[C@H](C1CCNCC1)C1CC(O)C1 (stereo partly specified)
  Pf Dd2 inh = -19%
(70) CCNc1cc(N2CCC(CCC(=O)O)CC2)ncn1
  Pf Dd2 inh = i
(71) COC(=O)c1ccc(Cn2c(SCc3ccccc3)nc3ccncc32)cc1
  Pf Dd2 inh = -28%
(72) Cc1ccccc1OCC(=O)N(Cc1ccc(C(C)C)cc1)C1CCS(=O)(=O)C1 (stereo unspecified)
  Pf Dd2 inh = i

An excerpt of these results, with bars between the fields:
cpd | compound | Pf Dd2 inh
50 | COc1nccc(N2CCC(CC(=O)NCCCN3CCC(C)CC3)CC2)n1 | -8%
51 | Cc1ncc2c(n1)C[C@@H]1CC[C@H]2N1C(=O)COc1ccccc1 | 8%
52 | O=C(NCC1CCCO1)c1noc(-c2ccccc2F)n1 (stereo unspecified) | 74%[activator]
53 | Cc1cc(C(=O)N2CCC3(CN[S+](=O)([O-])c4cnccc4O3)C2)no1 (stereo unspecified) | 8%
54 | Cc1ccccc1NC(=O)C1CCC(CNS(=O)(=O)c2ccc3c(c2)C(C)(C)C(=O)N3C)CC1 (stereo unspecified) | -27%
55 | Cc1cc(C)c(CNC(=O)c2cc(-c3ccnn3C)cc3c2OCCN3C)c(=O)[nH]1 | i
56 | COc1ccc(C(C(=O)O)N2CCC(C(=O)N3CCCC3)CC2)c(OC)c1 (stereo unspecified) | -1%
57 | O=C(c1ccoc1)N1CCC(Cc2nc(C3CCOCC3)no2)CC1 | 9%
58 | Cc1cc(C)cc(NC(=O)c2c(C)oc3nc(C)nc(N4CCCC4)c23)c1 | 11%
59 | CCOC(=O)Cn1cnc2c(cnn2-c2ccc(C)c(C)c2)c1=O | 6%
60 | CCn1ncc(NC(=O)Cn2ncc3cc(-c4cccc(C#N)c4)ccc32)n1 | -16%
61 | O=C(Nc1ccc(-c2nnc3n2CCCC3)cc1)c1ccc[nH]c1=O | -2%
62 | Cc1cn(CC(=O)NC(c2nnc3n2CCNCC3)C(C)C)c(=O)[nH]c1=O (stereo unspecified) | 28%
63 | Cc1ccc(CCNC(=O)c2oc(=O)c3ccccc3c2-c2ccc(C)cc2)cc1 | 8%
64 | Cc1cccc(Cn2c(=O)n(CC3CCC(C(=O)NC(C)C)CC3)c(=O)c3sccc32)c1 (stereo unspecified) | -5%
65 | CN(Cc1ccccc1)C(=O)C[C@@H]1c2nc(NC(=O)c3ccc(F)cc3)sc2C[C@@H]2[C@](C)(CO)[C@H](O)CC[C@]21C | ?
66 | CCOc1ccc(C(=O)NC2CCN(c3cc(-c4ccccc4)[nH]n3)CC2)cc1 | -5%
67 | COc1cccc(CN2CCN(C(=O)c3cnc4ccccn4c3=O)CC2=O)c1 | -23%
68 | Fc1ccc(-c2nc(-c3cccs3)c(-c3cccs3)[nH]2)cc1 | -14%
69 | O=C(NCC1CCCCC1)N[C@H](C1CCNCC1)C1CC(O)C1 (stereo partly specified) | -19%
70 | CCNc1cc(N2CCC(CCC(=O)O)CC2)ncn1 | i
71 | COC(=O)c1ccc(Cn2c(SCc3ccccc3)nc3ccncc32)cc1 | -28%

The list is partial; the hit share may differ from the screen's.
